# CatL block: blocks human cathepsin L protease activity. AID 460. inhibition, %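 (tested at 10 µM)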. actives 0.17% (n = 58,000). P07711. purified cathepsin L, fluorogenic substrate, fluorescence; in the data active means inhibition above about 45%;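 further: 0% = enzyme with no compound and 100% = no enzyme blank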
# CatB mix inh: human cathepsin B inhibition by mixtures; P07858; Purified cathepsin B, AMC dipeptide fluorescence, compound mixtures; inhibition, %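 (ten-compound pools at 5 µM per compound and 50 µM total)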; actives 0.06% (n = 62,000); in the data active means inhibition above about 22%, passing the limit was not always enough; inconclusive means no clear call, values can overlap the other calls;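 further: 0% = enzyme without compound and 100% = no enzyme blank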
# CatS inh: blocks human cathepsin S protease activity. actives 0.06% (n = 62,000). AID 501. recombinant cathepsin S, AMC dipeptide fluorescence, pooled mixtures. P25774. inhibition, %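 (tested at 5 µM per compound within 10-compound mixtures)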; in the data active means inhibition above about 32%, passing the limit was not always enough; inconclusive means no clear call, values can overlap the other calls;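 further: 0% = enzyme without compound and 100% = blank without enzyme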
# CatB inh: blocks human cathepsin B protease activity; P07858; purified cathepsin B, fluorogenic substrate, fluorescence; inhibition, %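 (tested at 10 µM)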; actives 0.1% (n = 63,000); in the data active means inhibition above about 21%;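 further: 0% = enzyme with no compound and 100% = no enzyme blank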
# C1s inh: blocks human complement C1s protease activity; P09871; purified C1s, fluorogenic AMC substrate, pooled mixtures; mean inhibition % of two 10-compound mixtures (hits give high values), % at 5 µM (by protocol); actives 0.16% (n = 62,000); AID 538;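 active means inhibition above 20% in each of the two 10-compound mixture wells holding the compound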;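 further: 0% = enzyme wells lacking compound mixture and 100% = no-enzyme blank wells; some compounds called inactive have numbers as strong as hits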
# HER2 expr 66K: Her2 kinase expression inhibition. P04626. SKBR-3 HER2 protein level, AlphaScreen, 18-24 h; hits give low values. HER2 level % of control, % at 10 µM. actives 0.69% (n = 65,000). AID 645;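 active means HER2 level under 5% of the carrier-only control; inconclusive means no clear call, values can overlap the other calls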;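 further: 100% = DMSO carrier and 0% = 500 nM PU-H71 HSP90 inhibitor; lower value means stronger loss of Her2 protein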
# ROCK2 blocker: ROCK2 (human) kinase inhibition | actives 0.35% (n = 60,000) | AID 604 | inhibition, % at 6 µM | purified ROCK2, Kinase-Glo ATP depletion luminescence;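 active means inhibition above the screen-wide mean inhibition plus 3 SD, cut at about 18% in these data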;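 further: plate controls were DMSO wells for no effect and Y-27632 control wells after no-enzyme background subtraction for full effect; many of its hits are not listed in these tables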
# Cathepsin G inh: inhibitors of human cathepsin G; purified enzyme, AMC-tetrapeptide fluorescence, pooled mixtures; inhibition, % at 5 µM (by protocol); actives 0.2% (n = 62,000);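 active means inhibition above 20% in each of the two mixture wells holding the compound; inactive means inhibition of 20% or less in either well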;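 further: 0% = enzyme control without mixture and 100% = blank lacking enzyme; strong numbers were not always called active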
# PKA inh: PKA (human) kinase inhibition | P17612 | PKA Kemptide phosphorylation, Kinase-Glo ATP luminescence | inhibition, % at 6 µM | actives 0.1% (n = 65,000);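 active means inhibition above the screen-wide mean inhibition plus 3 SD, cut at about 21% in these data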; further: many of its hits are not listed in these tables
# An asterisk follows results filed as active; ? = inconclusive; . = not tested or not shown.
# Values in the order: CatB inh	CatL block	C1s inh	PKA inh	CatS inh	HER2 expr 66K	CatB mix inh	Cathepsin G inh	ROCK2 blocker
O=C(c1ccco1)N1CCN(C(c2ccccn2)c2nnnn2C2CCCC2)CC1 (stereo not given)
  -1	1	-3	7	10	97	22	0	2
CNC(=O)c1ccccc1NC(=O)c1cccc(S(=O)(=O)N2CCC(C)CC2)c1
  6	29	-16	10	21	157	1	-7	10
O=S(=O)(c1ccccc1)N1CCN(Cc2cccc(Cl)c2)CC1
  3	-1	12	5	?	39	-3	4	6
O=C(NCCN1CCOCC1)NC1(C(F)(F)F)Oc2ccccc2O1
  3	3	15	-6	27	113	5	53	.
CCC(Sc1nc(=O)cc(N)n1CCc1ccccc1)C(=O)Nc1ccccc1C#N (stereo not given)
  -1	3	-35	7	1	100	-4	-6	1
N#Cc1c(NC(=O)CCC(=O)O)sc2c1CCCC2
  2	14	.	5	.	116	.	.	13
CCOC(=O)N1CCC(NC(=O)C(NC(=O)C2CCCCC2)C(C)C)CC1 (stereo not given)
  -3	7	-20	13	7	66	2	15	.
O=C(CN1CCN(Cc2ccc(F)cc2Cl)C1=O)NCCCN1CCOCC1
  2	28	12	9	2	98	3	8	3
O=C(O)CCCC(=O)N1CCN(C(c2ccccc2)c2ccccc2)CC1
  3	5	-57	6	-1	122	-3	-8	-8
CNC(=O)CSc1nnnn1CCCOC
  4	0	16	4	9	89	7	10	4
CCCCc1nccn1CCn1ccnc1CCCC
  1	8	-36	6	-11	106	-6	-4	-5
CC(=O)Nn1c(-c2ccccc2)cc2ccccc21
  -2	0	4	13	-5	103	9	-1	5
Cc1ccc(C(C(=O)NC2CCCC2)N2CCCCC2)cc1 (stereo not given)
  0	-3	-21	-1	-3	121	-1	27	-8
CC1CC(C)CN(c2oc(-c3ccccc3Cl)nc2C#N)C1 (stereo not given)
  -2	-14	-5	-2	-3	109	-4	-3	5
CCn1c(NCc2ccc(N(C)C)cc2)nc2ccccc21
  0	-2	5	1	-6	75	-7	6	0
COC(=O)c1cc(Nc2ncnc3c2cnn3-c2ccccc2)cc(C(=O)OC)c1
  6	.	-29	-2	23	32	0	1	2
CC(C)OCCCNC(=O)C1CCC(=O)N1C(C)C (stereo not given)
  0	-3	17	-4	-3	96	5	10	-7
CCOC(=O)c1cc(C(C)(C)C)oc1CN
  -3	2	13	-1	2	57	5	12	.
O=C1OCCN1CCN(CN1C(=O)CCC1=O)CN1C(=O)CCC1=O
  -1	0	-4	-1	9	86	3	6	0
Cc1cccc2cc(C#N)c(SCCN3CCCCC3)nc12
  2	-3	3	-3	-18	77	0	-5	-10
Cc1ccc(C(=O)O)c(C(=O)Nc2nc(C)cs2)c1
  5	17	10	12	12	117	4	10	3
Cc1nc(SCC(=O)OCc2ccccc2)c2c(=O)n(C)c(=O)n(C)c2n1
  -1	.	4	6	4	99	0	3	1
NC(=O)C1(N2CCCCC2)CCN(c2nc(-c3ccccc3)cs2)CC1
  1	-2	11	1	-5	90	8	8	-2
Nc1nc(CN2CCc3ccccc3C2)nc(Nc2ccccc2)n1
  2	19	-1	12	5	68	2	0	11
Cc1occc1C(=O)Nc1cccc2ccccc12
  1	0	-17	8	10	42	-1	2	-2
CCC(C)C(NC(=O)OC(C)(C)C)C(=O)NCc1ccco1 (stereo not given)
  5	10	10	7	-10	101	7	12	3
COC(=O)c1c(NC(=O)c2ccc(Br)o2)sc(C)c1C
  2	-10	13	6	7	66	2	10	3
CCOc1ccccc1OCC(=O)Nc1nnc(COC)s1
  5	1	-9	12	24	90	6	-10	4
CCOc1ccc2c(C)nc(NC3=NC(C)(C)C=C(C)N3)nc2c1
  1	-5	.	-3	.	61	.	.	0
C=CCc1c(C)nc(SC(C)C)[nH]c1=O
  3	-6	-3	4	-5	115	2	-2	-1
COC(=O)c1cccc(NC(=O)NC2CCCN2S(=O)(=O)c2ccc(Cl)cc2)c1 (stereo not given)
  2	-3	5	3	-7	110	-8	8	3
COc1ccc(C/C(O)=C(\C#N)c2nc3ccccc3s2)cc1
  5	1	-42	7	-17	110	-9	-29	.
Cc1ccc(CNC(=O)c2cc3c(=O)n4ccccc4nc3n(Cc3ccco3)c2=N)cc1
  0	-72	.	-1	.	71	.	.	-17
O=C(OCC(=O)N1CCCc2ccccc21)c1ccc(Br)o1
  8	12	15	8	3	117	0	10	6
Cc1onc(-c2ccccc2Cl)c1C(=O)Nc1ccc(CN2CCCC2)cc1
  2	20	5	15	8	104	0	2	6
Cn1c(=O)c2c(nc(N3CCCCC3)n2CCSc2nc3ccccc3s2)n(C)c1=O
  9	14	-12	4	15	116	3	-12	0
Cc1ccn2cc(CNS(=O)(=O)c3ccc4c(c3)OCCO4)nc2c1
  -6	0	-5	-2	1	106	11	-2	-1
COc1cc(OC)cc(-c2nnc(SCC(=O)N3c4ccccc4Sc4ccccc43)o2)c1
  8	11	3	1	16	101	2	8	0
C/C(NCCN1CCOCC1)=C(\C#N)C(N)=O
  -4	0	-29	.	12	.	2	-10	.
O=C(Nc1ccc2oc(-c3ccccc3Cl)nc2c1)c1ncn[nH]1
  1	-4	-13	6	4	90	-5	-3	4
O=C(O)CCc1nn2cc(-c3ccccc3)nc2[nH]c1=O
  -2	-49	.	6	.	-19*	.	.	8
COc1ccc2c(c1)CCc1c(C(=O)N3CCc4ccccc4C3)noc1-2
  -2	-3	12	1	-3	83	5	35*	3
CCOc1c(Cl)cc(C(=O)NCCN2CCCCC2)cc1Cl
  5	7	13	7	12	84	-2	9	2
CCOC(=O)N1CC=C2C(C#N)=C(N)C(C#N)(C#N)[C@H](c3ccc(OCC)c(OCC)c3)[C@H]2C1
  0	33	-7	4	22	125	-1	0	-1
COc1ccccc1S(=O)(=O)n1cc(Cc2ccccc2)c(N)n1
  3	2	-7	0	-4	101	3	1	0
COC(=O)c1oc2ccc(Br)cc2c1NC(=O)c1ccccc1
  1	-9	17	-4	-4	89	1	10	0
Cc1ccc(NC(=O)CN(C)C(=O)CCCN2C(=O)c3ccccc3C2=O)cc1
  2	4	5	11	-7	106	1	34	5
O=S(N1CCCCCC1)C12CC3CC(CC(C3)C1)C2 (stereo not given)
  5	20	-5	4	-3	99	1	3	6
COc1ccc(S(=O)(=O)Cc2ccc(C(=O)N3CCN(c4ccccc4F)CC3)o2)cc1
  7	.	1	4	23	94	-1	3	-2
O=C(CN1CCN(c2ccc(F)cc2)CC1)N1CCOCC1
  2	4	5	14	4	88	1	-1	3

# (more compounds)
# Values in the order: CatB inh	CatL block	C1s inh	PKA inh	CatS inh	HER2 expr 66K	CatB mix inh	Cathepsin G inh	ROCK2 blocker
N#CC1=C(N)C(C#N)(C#N)[C@H](c2c(F)cccc2F)[C@H]2CC3(CC=C12)OCCO3
  0	.	1	2	-7	33	-6	5	2
O=C(CN1CCN(S(=O)(=O)c2ccc(F)cc2)CC1)Nc1cccc(C(F)(F)F)c1
  -3	16	2	0	14	61	7	1	0
CC(C)(C)n1ncc2c(=O)n(CC(=O)N3CCc4ccccc43)cnc21
  0	15	-34	10	-10	85	-3	-9	0
CCOC(=O)Cc1nnc2c(Nc3ccc(Cl)cc3)nc3nonc3n12
  3	2	6	-4	11	82	4	7	-1
CC(C)Cn1c(=O)c(C2=NS(=O)(=O)c3ccccc3N2)c(O)c2ccccc21
  -2	0	1	-9	6	92	5	9	-5
CCn1c(=O)c(=O)[nH]c2cc(C(=O)Nc3ccc(S(=O)(=O)N4CCCC4)cc3)ccc21
  5	14	2	6	-2	118	0	9	4
COc1cc(-c2csc(N3CCOCC3)n2)cc(OC)c1OC
  5	2	-3	3	0	87	2	6	0
Cn1c(OCc2ccco2)nc2c1c(=O)n(Cc1ccc(Cl)c(Cl)c1)c(=O)n2C
  5	-5	.	4	.	105	.	.	6
Cc1cc(Oc2ccccc2)nc(SCC(N)=O)n1
  -1	-19	1	1	-10	81	-1	0	-8
COc1cccc(-n2cnc3scc(-c4cccs4)c3c2=O)c1
  2	10	-18	7	26	103	3	-10	2
CC(=O)/C(C[N+]1(C)CCCCC1)=N\O
  0	-8	8	8	-1	85	6	10	3
COc1cccc(-c2cc(C(=O)N3CC4(C)CC3CC(C)(C)C4)no2)c1 (stereo not given)
  8	3	-1	0	7	60	1	9	1
O=C(C1CCCN1S(=O)(=O)c1cccc2cccnc12)N1CCc2ccccc2C1 (stereo not given)
  1	15	-4	8	0	83	-3	1	4
CCOc1ccc(NC(=O)CSc2nc3c(c(=O)n2-c2ccccc2OC)SCC3)cc1
  0	-8	-5	-2	-11	94	0	1	-6
COc1cc(OC)c(C2N(c3cc(C)on3)C(=O)C3CCCN32)cc1OC (stereo not given)
  -3	8	5	6	11	96	-2	3	4
O=C(CCCC(=O)OCC(=O)NC1CCCC1)Nc1ccccn1
  -2	7	-156	-1	-20	105	-6	-14	1
COc1ccc(OCCSc2nc3ccccc3c(=O)[nH]2)cc1
  -3	.	-24	-9	-6	96	-4	-13	-4
Cc1cccc2cc(COC(=O)C(C)(C)C)c(=O)[nH]c12
  0	-5	0	-9	13	72	-2	4	-9
Cn1cc(/C=N/n2cnc3scc(-c4ccccc4)c3c2=O)c2ccccc21
  2	2	0	-3	-1	40	1	-1	2
CC(C)C(=O)N(Cc1cc2ccccc2[nH]c1=O)C(C)C
  2	16	12	3	15	77	4	11	-2
Cc1cccc(C)c1NC(=O)CSc1nnc(Cn2nnc(-c3ccccc3)n2)n1-c1ccccc1
  -3	-19	0	-1	0	102	-3	3	-3
COc1ccc(CCn2c(-c3ccco3)nc3ccccc3c2=O)cc1OC
  3	32	12	11	5	104	8	10	7
CCOC(=O)c1ccc(N2C(=O)C3CC=C(C)CC3C2=O)cc1 (stereo not given)
  2	-9	14	8	-16	94	7	-3	4
COc1ccc(Oc2c(-c3ccc(O)cc3O)n[nH]c2C)cc1
  -3	-4	2	-6	9	94	5	0	1
CN(C)CCNC(=O)c1ccccc1-c1ccccc1
  3	5	-1	11	-4	96	3	-4	11
Cc1cc(C)c(C(N)=O)c(NCCc2ccccc2)n1
  3	0	-3	13	2	86	2	-1	6
Cc1cc(Cl)ccc1OCC(=O)N1C(C)CCCC1C (stereo not given)
  -5	16	-28	5	15	124	4	0	4
CCOc1ccc(NC(=O)CSc2nnc(C)n2CCCOC)cc1
  -1	-3	3	3	-1	92	8	5	3
COc1ccc(N(Cc2cc3cc(OC)ccc3[nH]c2=O)C(=O)c2cccnc2)cc1
  3	-13	8	4	-3	112	2	11	8
CCOCCCNC(=O)Cn1nc(-c2ccccc2)ccc1=O
  1	16	0	9	7	87	-1	1	5
O=C(CSc1nnc(-c2ccccc2)o1)Nn1cnnc1
  8	18	1	8	7	253	2	13	0
C=C(C)CN1C(=O)C(O)(CC(=O)c2ccc3c(c2)OCCO3)c2ccccc21 (stereo not given)
  -1	-7	5	6	-2	84	6	2	10
CCOC(=O)Cn1nnc(-c2ccc(OCC(C)C)cc2)n1
  -5	-21	5	5	-6	76	3	-1	2
CCCOc1ccccc1-c1nc2c([nH]1)c(=O)[nH]c(=O)n2C
  1	-6	-34	6	-5	74	-2	-12	-2
Cc1ccc(S(=O)(=O)C(C#N)c2nc3ccccc3nc2N2CCCC2)cc1 (stereo not given)
  2	-7	-13	0	14	99	3	-1	-1
CN1C(=O)CC(c2ccco2)Sc2ccccc21 (stereo not given)
  0	-6	16	-6	3	81	6	10	-3

# The list is partial (hit frequency here may not be typical).
